Bioassay records (PubChem BioAssay)
Efflux pump inh – inhibitors of Candida efflux pumps in yeast, primary screen, S. cerevisiae, Nile Red, multiplex; S. cerevisiae Candida pump triplex; inhibition, % at 10 µM; hit rate 0.44% among 330,000;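 active means plate passing quality check with inhibition over a set limit, or well fluorescence over plate mean plus 4 SD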;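 further: Nile Red retained in pooled yeast measured as flow cytometry median fluorescence; 0% = buffer negative control and 100% = Enniatin B positive control; higher means more Nile Red kept so more efflux inhibition; some compounds called inactive have numbers as strong as hits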
GRK2 inh – compounds blocking aptamer binding on GRK2 – biochemical, human GRK2, bead flow cytometry, HTS, primary screen; inhibition of aptamer binding, % at 10 µM; AID 488847, 2010; hit rate 0.59% among 330,000; FAM-aptamer displacement from GRK2;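 active means inhibition of aptamer binding above 40%, roughly 3 SD of noise, on plates passing a quality check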;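 further: median bead fluorescence of bound FAM aptamer so fluorescent compounds give negative values; no value below 0 was filed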
Fam108B counter – mouse Fam108B serine hydrolase inhibitors, primary screen, counter-screen for RBBP9 inhibitor project, biochemical, fluorescence polarization; recombinant Fam108B, FP-Rh probe fluorescence polarization; inhibition, % at 9.51 µM; hit rate 0.33% among 300,000; AID 1947, 2009;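 active means inhibition above the screen mean inhibition plus 3 SD, computed separately per campaign, cut at about 18% in these data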;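 further: inhibitors lower polarization as less probe binds the enzyme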
MCL1 BIM primary – inhibitors of MCL1 binding to BIM-BH3, primary screen, biochemical, fluorescence polarization; GST-MCL1 / FITC-Bim-BH3 fluorescence polarization; inhibition, % at 10.9 µM; hit rate 0.68% among 320,000;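 active means inhibition above the mean inhibition of all tested compounds plus 3 SD, set per campaign, cut at about 40% in these data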;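 further: 0% = DMSO wells and 100% = unlabeled Bim-BH3 peptide control; higher means more loss of mP so more displacement of Bim peptide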
Bcl-xL primary – inhibitors of human Bcl-xL, primary screen, biochemical, fluorescence polarization, HTS. GST-Bcl-xL / FITC-Bim BH3 peptide fluorescence polarization. inhibition, % at 10.9 µM. hit rate 0.7% among 320,000;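 active means inhibition above the mean of all tested compounds plus 3 SD, cutoff set per campaign, cut at about 30% in these data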;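 further: 0% = DMSO wells and 100% = unlabeled Bim-BH3 peptide competitor; inhibitors lower millipolarization by displacing the labeled peptide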
VLA-4 inh – inhibition in human VLA-4 binding assay, primary screen, VLA-4 allosteric modulator project, MLPCN library, flow cytometry, VLA-4 expressing cells | ligand binding flow cytometry | hit rate 0.2% among 330,000 | inhibition, % (about 7 µM as worked out from the volumes in the protocol); in the data active means inhibition above about 50%
GLD-1 TGE inh – GLD-1/TGE RNA complex disruptors, primary screen, biochemical, fluorescence polarization | purified GLD-1 + fluorescein TGE RNA | hit rate 0.44% among 320,000 | Female germline-specific tumor suppressor gld-1 (Caenorhabditis elegans), Q17339 | inhibition, % at 5.96 µM;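 active means percent inhibition above a per-plate cutoff, the plate mean of test compounds plus 3 SD, cut at about 30% in these data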;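 further: 0% = DMSO wells with GLD-1 and probe and 100% = wells lacking GLD-1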
MEX-5 binding – MEX-5 zinc finger RNA-binding disruptors – biochemical, C. elegans, fluorescence polarization, MLPCN library, primary screen | Zinc finger protein mex-5 (Caenorhabditis elegans), Q9XUB2 | MEX-5/FITC-TCR2 RNA binding; hits give low values | activity score (negative = inhibition of binding), % at 10 µM | hit rate 0.38% among 300,000 | AID 1832, 2009;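 active means inhibition past about -25% in most replicates, and total fluorescence under double the plate's negative control median, limit read from the data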;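 further: 0% = DMSO and -100% = 5 µM competing unlabeled TCR2 RNA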
Target sequence (Q9XUB2 whole entry, looked up): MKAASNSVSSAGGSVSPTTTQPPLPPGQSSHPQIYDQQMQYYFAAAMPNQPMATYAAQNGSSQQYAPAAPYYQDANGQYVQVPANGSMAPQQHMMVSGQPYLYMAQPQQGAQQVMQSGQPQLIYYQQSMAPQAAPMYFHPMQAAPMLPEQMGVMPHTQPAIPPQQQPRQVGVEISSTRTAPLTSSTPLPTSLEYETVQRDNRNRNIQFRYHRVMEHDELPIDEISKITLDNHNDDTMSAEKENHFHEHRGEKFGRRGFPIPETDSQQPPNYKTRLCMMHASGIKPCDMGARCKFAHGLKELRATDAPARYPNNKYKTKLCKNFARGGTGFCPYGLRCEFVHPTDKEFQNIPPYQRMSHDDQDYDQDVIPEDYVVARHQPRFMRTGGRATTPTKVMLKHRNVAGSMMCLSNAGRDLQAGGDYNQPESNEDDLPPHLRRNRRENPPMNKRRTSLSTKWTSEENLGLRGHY
PME-1 primary – PME-1 inhibitors via competitive probe labeling, primary screen, biochemical, fluorescence polarization, FP-Rh probe, HTS; Protein phosphatase methylesterase 1 (Homo sapiens), Q9Y570; recombinant PME-1; inhibition, % at 5.9 µM; hit rate 0.53% among 320,000;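 active means inhibition above the campaign mean of all compounds plus 3 SD, cut at about 26% in these data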;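 further: competitive labeling of PME-1 active site by serine hydrolase directed probe; 0% = PME-1 with DMSO and 100% = wells lacking PME-1 enzyme; inhibitors block probe labeling so polarization falls and inhibition rises; many of its hits are not listed in these tables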
Target sequence (Q9Y570 whole entry, looked up): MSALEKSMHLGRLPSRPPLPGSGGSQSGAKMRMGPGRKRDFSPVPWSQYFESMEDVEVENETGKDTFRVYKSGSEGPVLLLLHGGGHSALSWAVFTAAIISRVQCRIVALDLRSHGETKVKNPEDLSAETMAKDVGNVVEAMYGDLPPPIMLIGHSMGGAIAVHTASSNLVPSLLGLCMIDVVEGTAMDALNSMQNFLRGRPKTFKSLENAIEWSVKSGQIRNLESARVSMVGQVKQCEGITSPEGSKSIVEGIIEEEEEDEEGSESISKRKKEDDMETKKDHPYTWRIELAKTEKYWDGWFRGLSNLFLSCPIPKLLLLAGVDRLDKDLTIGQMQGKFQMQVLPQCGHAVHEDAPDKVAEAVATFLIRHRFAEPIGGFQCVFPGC
Starred values were filed as active, the others as inactive; x = not tested or not shown. An excerpt; rates above refer to the full screens.

The line under a structure holds: PME-1 primary, VLA-4 inh, Efflux pump inh, Fam108B counter, MCL1 BIM primary, GLD-1 TGE inh, GRK2 inh, Bcl-xL primary, MEX-5 binding
COc1ccc(/C=C(/C#N)C(=O)Nc2ccccc2C)cc1C(=O)O
 : 0, 20, 0.1, -2, 1, -4, 1, 3, -1.2
O=C(C1CCN(c2ncnc3c2nc2n3CCCCC2)CC1)N1CCN(c2ccc(F)cc2)CC1
 : 1, 15, 0.2, -1, 0, 3, 1, 1, 2.1
COc1cc(NC(=O)[C@@H]2CCCN(S(=O)(=O)c3cccc4cccnc34)C2)cc(OC)c1OC
 : -2, 1, -0.2, 6, 6, -3, 1, 2, x
Cn1nnc(NC(=O)CSc2ccc(Cl)cc2)n1
 : -1, 7, 0.1, -4, 1, 6, 0, 5, -2.7
Cc1nn2c(nc(N3CCOCC3)c3ccccc32)c1C=C(C#N)C#N
 : 0, 2, 0.1, 2, 4, 2, 0, 5, 1.8
Cc1cccc(CCN(CC(=O)NC2CCCCC2)C(=O)c2csnn2)c1
 : -5, -41, 0.2, 1, -2, -4, 7, -3, -1.2
CCn1c2ccccc2c2cc(NC(=O)c3ccccc3[N+](=O)[O-])ccc21
 : 30*, 16, -0.1, 13, 10, 7, 0, 4, -1.2
COc1ccc(CSc2ccc(-c3nc4ccccn4c3NCc3ccccc3)cc2OC)cc1
 : 6, 5, 0.0, 7, 8, 6, 0, 4, 4.8
Cn1c(CNc2nc3ccccc3n2CCN2CCCCC2)nc2ccccc21
 : 6, 3, 0.1, 2, 4, -7, 0, 4, -1.5
O=C(NCc1ccncc1)c1cnccn1
 : 0, 9, -0.2, 2, 4, 4, 0, 7, -0.3
COc1ccc(-c2c(C(=O)O)c(C(=O)O)c3n2CCC3)cc1
 : 1, 2, -0.4, 8, 7, -11, 1, 6, 1.3
COc1cc(OC)c(C(=O)/C=C/c2ccc(OCc3ccccc3)c(OC)c2)c(OC)c1
 : x, 1, -0.1, x, x, x, 2, x, 0.2
O=C(CN1CCCC1)Nc1nnc(-c2cccs2)s1
 : -3, 0, 0.2, 1, -2, -1, 1, 2, -4.5
Cc1ccc2c(COC(=O)CC3Sc4ccccc4NC3=O)cc(=O)oc2c1C (stereo not given)
 : -3, -13, 0.0, 0, 4, 4, 0, 2, -3.4
CCN1/C(=C/c2ccc3ccccc3[n+]2CCCS(=O)(=O)[O-])C=Cc2cc(C)ccc21
 : x, -32, 0.2, x, x, x, 18, x, -1.5
COc1ccc(CCNC(=O)CCCn2nc(C)n3ccnc3c2=O)cc1OC
 : 2, 1, 0.2, 0, -2, -4, 3, 3, -0.9
O=C1CC2c3ccccc3C1C1C(=O)N(CCc3ccccc3)C(=O)C21 (stereo not given)
 : 2, 3, -0.1, 5, -7, 1, 0, 1, 0.0
CC(=O)NC1C(=O)Nc2c1cccc2C(F)(F)F (stereo not given)
 : -1, 4, -0.2, -1, 3, -4, 0, 3, 0.6
CC(=O)N(/N=C/c1ccc(C)cc1)c1nc(CCl)cs1
 : -4, 25, -0.2, -4, 7, -4, 9, 3, 1.5
O=C(CN1C(=O)NC2(CCCc3ccccc32)C1=O)c1ccccc1F (stereo not given)
 : x, 3, 0.0, x, x, 7, 7, x, x
COc1ccc(S(=O)(=O)N2CCN(C(=O)c3cc(C)oc3C)CC2)cc1
 : 2, 2, -0.1, 1, -14, -1, 1, -7, -2.2
CCN1C(=O)[C@H]2[C@@H](c3ccc(-c4ccc(OC)cc4)cc3)N[C@@](CC(C)C)(C(=O)OC)[C@H]2C1=O
 : 6, -3, -0.1, 2, 0, 3, 2, 3, -2.1
CCCn1c(N)[n+](CC(=O)c2ccco2)c2ccccc21
 : 0, -1, -0.1, 3, -2, 1, 0, 4, -0.1
CCOC(=O)C(Sc1n[nH]c(N)n1)c1ccccc1 (stereo not given)
 : 4, 28, 0.0, -2, 3, 4, 1, 3, 0.4
COc1cc2c(cc1OC)C(C)=NCC2
 : -3, 8, 0.1, 1, 6, 1, 0, 3, -4.5
CCN1CCN(c2ncnc3scc(-c4ccc(C)cc4)c23)CC1
 : 0, 2, 0.0, 3, -3, -7, 1, 1, -0.2
CCCCOC(=O)Nc1ccc(S(=O)(=O)Nc2cc(C)nc(C)n2)cc1
 : 5, -19, 0.0, -2, 1, 5, 0, 3, -3.8
CNC(=S)N1N=C(c2ccc(OC)cc2)CC1c1ccccc1Cl (stereo not given)
 : -5, -2, 0.0, -3, 12, 1, 0, 0, -1.2
COc1ccc(N2CCN(C3CCCN(Cc4ccc(F)cc4)C3)CC2)cc1 (stereo not given)
 : 0, 2, 0.0, -2, 4, 2, 3, 3, -1.0
CC1CCCCN1S(=O)(=O)c1ccc(S(=O)(=O)N2CCN(C)CC2)cc1 (stereo not given)
 : 1, 11, -0.3, 1, 0, 6, 0, 4, 0.5

PME-1 primary: hit marks shown above
mol | PME-1 primary | VLA-4 inh | Efflux pump inh | MCL1 BIM primary | GLD-1 TGE inh | GRK2 inh | Bcl-xL primary | MEX-5 binding
CCn1c2ccccc2c2cc(NC(=O)c3ccccc3[N+](=O)[O-])ccc21 | 30* | 16 | -0.1 | 10 | 7 | 0 | 4 | -1.2

Other results follow:
The line under a structure holds: PME-1 primary, VLA-4 inh, Efflux pump inh, Fam108B counter, MCL1 BIM primary, GLD-1 TGE inh, GRK2 inh, Bcl-xL primary, MEX-5 binding
N=c1c(-c2nc3ccccc3[nH]2)cc(C(=O)c2cccs2)nn1-c1ccc(Cl)cc1
 : 1, -7, -0.1, 7, 17, -3, 0, 10, -1.9
Cc1onc(-c2c(Cl)cccc2Cl)c1C(=O)O/N=C(\C#N)c1c(Cl)cccc1Cl
 : -8, 11, -0.1, -4, 1, 8, 0, 3, 1.1
COc1cccc(CCNc2ccc(N3C(=O)CC(C)C3=O)cc2[N+](=O)[O-])c1 (stereo not given)
 : 8, 2, 0.0, 8, 12, 0, 0, 7, 0.5
O=C(/C=C/c1ccccc1Cl)NCc1ccco1
 : 4, -1, -0.1, 7, 2, -1, 0, 4, 1.7
Fc1ccc(CN2CCN(c3ncnc4scc(-c5ccc(F)cc5)c34)CC2)cc1
 : -1, 19, 0.6, -6, 1, -4, 5, -3, -1.0
CC(/C=C/c1ccccc1)=N\NC(=O)c1ccc(Br)cc1
 : -5, 4, -0.2, 0, -1, 7, 0, 2, 0.4
Cc1sc2nc(CSC(C)C(=O)Nc3ccc(C#N)cc3)[nH]c(=O)c2c1C (stereo not given)
 : -4, -8, -0.1, 3, 0, -8, 0, 5, 1.8
CC12CCC(c3c(CO)nn(-c4ccccc4)c31)C2(C)C (stereo not given)
 : -8, 1, 0.0, 6, 10, 1, 4, 6, -0.3
CCN(CC)CCN(C(=O)c1cc2ccccc2cc1OC)c1nc2ccc(F)cc2s1
 : -4, 9, -0.1, -3, -11, 2, 0, 0, 1.8
CC12CCC(C(=O)Nc3cccc(Cl)c3)(C(Br)C1=O)C2(C)C (stereo not given)
 : 0, 35, 0.0, 1, 12, -1, 3, 8, 1.6
CC(C)(C)[C@@H]1C=C(C(=O)O)O[C@H](OCCCCO)C1
 : 2, x, x, 2, 8, 6, x, 7, -0.1
CC1CC(C)CN(C(=O)COC(=O)CN2C(=O)c3ccccc3C2=O)C1 (stereo not given)
 : x, -5, 0.0, x, x, 0, 1, x, x
CCN(C(=O)c1cc2c(=O)n3cccc(C)c3nc2n1CCCOC)C1CCCCC1
 : 8, 4, 0.3, 0, -8, -7, 0, 1, -0.1
NS(=O)(=O)c1ccc(CCNC(=O)CSc2ccc(Cl)cc2)cc1
 : 5, 10, -0.1, 3, 9, 23, 0, 13, 0.6
CC(C)(C)OC(=O)N1CCN(C(=O)c2ncn(Cc3ccccc3)c2C(=O)N2CCN(C(=O)OC(C)(C)C)CC2)CC1
 : -7, 10, 0.1, x, -7, -2, 5, -2, x
CCOc1cc(C2NC(=O)NC(C)=C2C(C)=O)cc(Cl)c1OCC(=O)O (stereo not given)
 : 3, -4, 0.0, 3, -1, -5, 6, 1, -0.9
Cc1cc(=O)n2nc(N3CCCC(C(=O)NCCCN4CC(C)CC(C)C4)C3)sc2n1 (stereo not given)
 : -3, -3, 0.1, -4, 1, -3, 2, -1, -5.1
Cn1c(SCC(=O)NC2CCCC2)nnc1C(F)(F)F
 : 2, 6, 0.2, x, 11, 6, 0, 7, x
CC(C)CC(=O)Nc1ccc(Oc2ccc3c(c2)C(=O)NC3=O)cc1
 : 2, 2, 0.0, 0, 11, 7, 2, 5, 1.3
Cc1c(O)ccc(NC(=O)/C=C/c2ccccc2)c1C
 : 4, 1, 0.0, 3, 0, 6, 0, 6, 1.2
CC1CCN(c2ccccc2NC(=O)c2cc([N+](=O)[O-])ccc2N2CCOCC2)CC1
 : 10, -18, -0.2, -2, 4, 2, 6, 1, 2.3
Cc1ccc2[nH]c(=O)cc(C(=O)OCC(=O)c3ccc(F)cc3)c2c1
 : 3, 17, -0.2, 3, 4, 1, 0, 4, -1.9
CCCCCC(=O)NC(=S)Nc1ccccc1C(=O)OC
 : 2, 0, 0.0, -1, 1, -3, 3, 2, x
CC(=O)OC[C@H]1O[C@@H](O/N=C(\C)CCN2CCCCc3nc(C)c(C)cc32)[C@H](OC(C)=O)[C@@H](OC(C)=O)[C@@H]1OC(C)=O
 : -3, 38, -0.1, -3, 11, 9, 1, 14, -2.2
Cc1cc(=O)n2nc(N3CCCC(C(=O)N4CCN(c5ccccc5)CC4)C3)sc2n1 (stereo not given)
 : -6, -1, 0.0, -2, 1, 8, 2, 5, -2.5
CCc1nc(SCC(=O)Nc2cc(C)on2)n[nH]1
 : -5, 3, 0.1, 2, 1, 5, 0, 10, 1.1
c1cnc2ccc(C(c3nnnn3C3CCCCC3)N3CCCCC3)cc2c1 (stereo not given)
 : 0, 4, 0.1, -1, 1, 6, 1, 0, -0.9
O=C(Oc1cccc(C(=S)N2CCCCC2)c1)c1ccccc1
 : -5, -3, 0.0, 5, 6, 7, 3, 5, -1.7
